# NPR1 activator: GC-A (human) enzyme activation; HEK293 GC-A cells, cGMP TR-FRET, EC30 ANP; 0% at EC30 ANP, 100% saturating ANP; activation, % at 10 µM; hit rate 0.14% among 370,000; in the data active = activation above about 40%
# Target sequence (P16066 whole entry, looked up): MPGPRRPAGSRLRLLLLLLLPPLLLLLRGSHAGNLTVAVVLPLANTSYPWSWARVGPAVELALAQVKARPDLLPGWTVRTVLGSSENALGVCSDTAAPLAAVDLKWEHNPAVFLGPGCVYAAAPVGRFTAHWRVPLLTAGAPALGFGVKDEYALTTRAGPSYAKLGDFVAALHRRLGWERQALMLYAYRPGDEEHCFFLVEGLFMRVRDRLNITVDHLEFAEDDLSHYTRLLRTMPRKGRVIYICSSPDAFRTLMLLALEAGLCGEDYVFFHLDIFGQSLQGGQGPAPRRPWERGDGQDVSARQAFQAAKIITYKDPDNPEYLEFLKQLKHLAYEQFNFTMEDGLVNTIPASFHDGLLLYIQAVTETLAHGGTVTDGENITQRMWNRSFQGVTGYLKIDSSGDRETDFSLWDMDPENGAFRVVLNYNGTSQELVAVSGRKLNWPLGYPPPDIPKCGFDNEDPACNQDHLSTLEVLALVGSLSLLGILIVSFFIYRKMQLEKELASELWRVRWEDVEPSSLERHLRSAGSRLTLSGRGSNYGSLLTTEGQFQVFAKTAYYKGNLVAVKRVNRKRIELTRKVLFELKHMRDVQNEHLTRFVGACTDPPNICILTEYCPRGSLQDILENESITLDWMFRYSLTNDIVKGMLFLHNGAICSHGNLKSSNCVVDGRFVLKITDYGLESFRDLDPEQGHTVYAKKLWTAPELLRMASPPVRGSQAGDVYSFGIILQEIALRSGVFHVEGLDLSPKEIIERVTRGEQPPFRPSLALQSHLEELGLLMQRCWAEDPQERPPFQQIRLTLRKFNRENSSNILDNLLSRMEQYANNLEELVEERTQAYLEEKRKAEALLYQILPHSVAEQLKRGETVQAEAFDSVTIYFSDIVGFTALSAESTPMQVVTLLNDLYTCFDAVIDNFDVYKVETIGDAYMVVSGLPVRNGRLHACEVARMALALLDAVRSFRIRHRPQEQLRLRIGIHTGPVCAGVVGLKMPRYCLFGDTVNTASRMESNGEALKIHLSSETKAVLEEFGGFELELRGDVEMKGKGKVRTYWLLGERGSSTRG
# DAX1 inh-1: NR0B1 (DAX1) inhibition | AID 504766 | HEK293 Gal4-DAX1 luciferase reporter, luminescence | P51843 | hit rate 0.99% among 340,000 | inhibition, % at 6.75 µM;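 active = inhibition above the mean over all tested compounds plus 3 SD, cut at about 4.2% in these data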;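 note: 0% = DAX1-transfected cells with DMSO and 100% = empty-vector control cells with DMSO; inhibition shows as a rise in luminescence from relieved DAX1 repression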
# SMARCA2 activ: increases SMARCA2 function in MMTV reporter cells | MG213 cells, MMTV-luciferase reporter, dexamethasone, overnight | hit rate 1% among 370,000 | activation, % at 9.1 µM; in the data active = activation above about 7.8%;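 note: 0% = vehicle wells and 100% = reference activator wells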
# hgDAF-12 ag: activates the H. glycines DAF-12 receptor ligand-binding domain; HEK293 GAL4-hgDAF12 UAS-luciferase reporter, agonist luminescence; normalized to butyrate control; activation, % at 6.8 µM; hit rate 1.8% among 370,000;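 active = activation above a cutoff set at the mean of all screened compounds plus 3 SD, cut at about 10% in these data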;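 note: 0% = DMSO wells and 100% = sodium butyrate wells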
# GAA850 FXN act: activators of GAA850 frataxin (FXN) promoter; HEK293 lucGAA850 FXN promoter luciferase reporter, 24 h; percent of 10 µM SAHA response; activation, % at 6 µM; hit rate 0.56% among 360,000; AID 540364;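 active = activation above the average of all compounds screened plus 3 SD, cutoff fixed separately per campaign, cut at about 7.5% in these data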;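 note: 0% = DMSO wells and 100% = 10 µM SAHA wells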
# sPLA2-III inh: Inhibits HGIII-sPLA2 liposome hydrolysis, primary screen. hit rate 0.56% among 370,000. AID 743126. QFRET BODIPY PC-A2 liposome hydrolysis, fluorescence. inhibition, % at 12.2 µM;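 active = inhibition above mean plus 3 SD of compounds lying within the high and low control bounds, cut at about 19% in these data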;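 note: 0% = median of test compound wells and 100% = no enzyme DMSO wells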
# ssDAF-12 act: activators of S. stercoralis DAF-12 nuclear receptor; HEK293 ssDAF-12/GRIP1 lit1-tk-luc reporter, luminescence; % of 3 µM dafachronic acid response; activation, % at 6.8 µM; hit rate 1% among 370,000; AID 652126;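 active = activation above the mean over all tested compounds plus 3 SD, cut at about 0.9% in these data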;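 note: 0% = DMSO-only wells and 100% = 3 µM delta7-dafachronic acid wells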
# NPR2 activator: GC-B (human) receptor activation | HEK293-GC-B cells, CNP EC30, cGMP TR-FRET; 0% at EC30 CNP, 100% saturating CNP | activation, % at 10 µM | hit rate 0.11% among 370,000 | AID 1920062;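 active = activation at 10 µM reaching about 35% in either raw or pattern-adjusted values, limit read from the data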
# ADAM10 inh: inhibits human ADAM10 | inhibition, % at 7 µM | hit rate 0.62% among 370,000 | AID 720582 | recombinant ADAM10, EDANS/DABCYL FRET peptide cleavage, 3 h;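 active = inhibition above a per-campaign cutoff equal to the mean of compounds falling between control-based bounds plus 3 SD, cut at about 20% in these data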;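 note: 0% = DMSO wells while the 100% control is not disclosed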
# DAX1 inh-2: blocks DAX1 repression of SF-1 activated StAR promoter. hit rate 1.1% among 370,000. inhibition, % at 6.8 µM. HEK293T StAR-luciferase reporter, SF-1/DAX-1 repression relief. AID 652010;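 active = inhibition above the mean over all tested compounds plus 3 SD, cut at about 3.6% in these data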;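 note: 0% = DAX-1 cells with DMSO and 100% = cells lacking DAX-1 with DMSO; higher inhibition means more luminescence from relief of DAX-1 repression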
# hcDAF-12 act: activators of H. contortus DAF-12 nuclear receptor; HEK293 hcDAF-12 lit1-tk-luc reporter, luminescence; 0% DMSO, 100% Δ7-dafachronic acid; activation, % at 6.8 µM; hit rate 1.4% among 370,000; AID 652067;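 active = activation above the mean of all tested compounds plus 3 SD, cut at about 5.5% in these data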;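 note: 100% = response to 3 µM Δ7-dafachronic acid high control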
# The depositor's hits bear a star; x = no result given.
# Each structure is followed by: NPR1 activator	DAX1 inh-1	SMARCA2 activ	hgDAF-12 ag	GAA850 FXN act	sPLA2-III inh	ssDAF-12 act	NPR2 activator	ADAM10 inh	DAX1 inh-2	hcDAF-12 act
CCOc1cc([N+](=O)[O-])c2nc(N)sc2c1
 : 4.2	0.4	7.5	-0.7	7.9*	-1.5	-1.2	-1.1	11.5	0.0	-1.1
CC(C)(C)c1ccc(C(=O)n2cnc3ccccc32)cc1
 : -1.1	0.7	-5.2	-7.0	-4.9	9.7	-2.3	1.1	2.8	-0.9	-3.0
C=CCO[C@H]1CN(C(=O)OC)[C@@H]2C[C@H]1Oc1ccccc12
 : -1.3	x	-3.7	1.8	x	3.2	-1.2	-2.9	-12.0	1.1	0.9
COc1cccc2cc(C(=O)N3CCCc4ccccc43)oc12
 : -2.6	-0.3	2.2	2.6	2.8	-3.1	-1.4	-5.6	1.1	-0.5	-4.1
COc1cc(CNCCc2ccccc2)ccc1OCC(N)=O
 : -16.2	-0.9	-1.6	-2.2	2.6	-2.7	-1.5	-13.1	-1.6	0.9	-1.2
COc1cc(OC)c(N(C)S(=O)(=O)c2cccc(C(=O)OCc3c(C)noc3C)c2)cc1Cl
 : -5.4	-0.7	-4.3	-2.7	-0.9	-15.7	-1.5	-0.4	8.6	-0.2	-1.9
COc1ccc(NC(=O)CSc2nnnn2-c2cccc(OC)c2)cc1
 : 0.8	0.0	0.7	0.2	1.3	-1.2	-0.9	1.6	-11.4	0.1	-0.2
CC(=O)Nc1ccc(NC(=O)CC(c2ccccc2)c2ccccc2)cc1
 : -3.5	-0.5	-1.9	-1.0	0.3	-12.6	-1.5	4.8	3.2	-0.4	-1.9
Cc1ccc(S(=O)(=O)NC(=O)NC(C)c2ccc(F)cc2)cc1 (stereo not given)
 : 3.6	-1.1	8.0*	-0.7	0.5	1.8	-0.5	-6.0	-29.0	0.2	2.2
CN1CCCC(OC(=O)CCCCC(=O)OC2CCCN(C)C2)C1 (stereo not given)
 : 3.0	1.8	-0.1	-1.8	-0.9	3.4	-0.8	6.3	6.0	0.2	-2.7
COc1cc(OC)cc(C(=O)N2CCC(N3CCN(c4ccccc4)CC3)CC2)c1
 : 1.6	0.8	-1.6	-0.5	1.3	3.9	-1.0	0.4	2.1	0.5	-1.9
O=C(CN1C2CCCC1CC(NC(=O)c1ccccc1)C2)Nc1ccccc1 (stereo not given)
 : -0.8	-1.7	-2.2	0.3	1.2	2.2	-0.3	-0.6	13.2	-0.6	1.5
CN(C)c1cccc(C(=O)OCC(=O)Nc2nccs2)c1
 : 1.6	1.3	2.5	3.0	0.0	-3.9	-0.2	-0.4	-2.8	0.3	0.8
Cc1ccccc1-n1c(C)nnc1SC(C)C(=O)NCC1CCCO1 (stereo not given)
 : 0.0	-0.1	-3.5	-0.6	-1.7	14.6	-0.5	2.7	-12.3	-0.8	1.1
c1ccc2c(c1)OCC(c1csc3ncnc(N4CCCCC4)c13)O2 (stereo not given)
 : -2.9	0.7	-3.0	0.7	0.3	13.4	-0.9	-3.5	-14.8	0.1	-2.9
CSc1nnc(SCc2nc3sc(C(=O)O)c(C)c3c(=O)[nH]2)s1
 : 1.6	2.2	-1.7	2.5	2.5	-4.2	-1.5	7.4	-9.8	0.0	2.3
O=C(Nc1ccccc1F)c1ccc(Cn2cc(Cl)cn2)cc1
 : -0.8	0.1	3.4	3.6	2.3	0.9	-1.7	-3.0	2.0	0.8	0.5
CC1Cc2ccccc2N1C(=O)CN1C(=O)NC(C)(c2ccc3c(c2)OCCO3)C1=O (stereo not given)
 : 1.4	-1.1	-0.4	-1.9	-0.2	-8.7	-1.3	-1.9	3.6	1.1	-1.1
COc1cccc(CNC(=O)[C@H]2CCCN2C(=O)[C@H]2CCCN2)c1
 : 2.9	x	-6.7	-3.2	x	16.0	-1.2	-0.1	-3.7	-0.2	0.9
COc1ccc(-c2noc(N3CCC(C(=O)Nc4ccccc4F)CC3)n2)cc1
 : -3.2	0.2	-0.2	-1.3	-4.2	0.9	-1.3	-6.3	4.6	-0.5	-1.0
CCOc1ccc2nc(SCC3CC3(Cl)Cl)[nH]c2c1 (stereo not given)
 : 4.0	5.1*	4.8	11.6*	0.8	-4.5	-1.3	-3.8	6.8	0.2	1.3
O=C(Cn1cc(C(=O)C(F)(F)F)c2ccccc21)N1CCOCC1
 : 1.0	0.9	-0.3	-0.9	-1.4	5.1	-0.3	5.8	-2.2	0.6	-0.2
CS(=O)(=O)Nc1cccc(C2=NN(C(=O)CCCC(=O)O)C(c3cccs3)C2)c1 (stereo not given)
 : 3.9	0.0	1.9	0.9	-0.4	1.0	-0.8	2.5	-5.0	-0.3	0.6
C=CCOc1ccc(CNn2cn[nH]c2=S)cc1OCC
 : 0.5	-0.5	1.8	-0.3	1.0	3.2	-1.5	1.3	-3.2	0.4	-0.2
O=C(O)C1C2CC(C(Br)C2Br)C1C(=O)O (stereo not given)
 : 3.8	-0.1	-3.5	-3.5	0.1	2.9	-0.5	0.0	-1.8	0.2	-0.3
O=C(O)CCCC(=O)Nc1nc2n(n1)C(c1ccc(F)cc1)CC(c1ccc(Cl)cc1)N2 (stereo not given)
 : 3.8	0.7	1.5	1.9	-0.7	-3.4	1.8*	4.7	-42.9	0.5	-0.9
Cc1ccc(Cl)cc1N1CCN(C(=O)C(C)n2ncn3cccc3c2=O)CC1 (stereo not given)
 : -23.7	-2.0	-0.5	3.5	-0.2	-6.0	-1.0	-15.1	3.1	-2.5	-2.9
Cc1cc(C)cc(N(C(=O)c2csnn2)C(C(=O)NC2CCCCC2)c2ccccn2)c1 (stereo not given)
 : -7.8	-1.1	-1.9	-0.8	-2.0	5.2	-1.6	-2.6	5.8	0.2	-0.7
CCC(=O)c1c(CC)c2n3c1CC[C@H]3CCC2
 : -2.5	-0.3	-0.3	-0.3	1.8	1.9	-0.4	2.2	-6.5	-0.3	-1.1
CCOc1ccc(CCNC(=O)CS(=O)(=O)Cc2nc(-c3ccccc3F)oc2C)cc1
 : -0.7	-0.9	-1.3	-4.0	-1.4	-10.8	-2.0	1.7	-3.3	-1.2	-1.1
CCN(CC)C(=O)CSc1nc2c(sc(=S)n2CC)c(=O)n1-c1ccccc1
 : -1.9	0.2	-0.8	0.3	1.4	-3.0	-1.7	-9.2	5.7	-0.4	-0.2
Cc1ccc(C(C(=O)NC2CCCC2)N(C(=O)Cc2cccs2)c2cccc(C)c2C)o1 (stereo not given)
 : -32.5	-0.1	-1.9	-0.7	4.7	2.8	-1.3	-6.9	4.3	0.5	-1.3
COCCNc1nc2cc(-c3ccsc3)sc2c(=O)n1C
 : -4.9	x	-3.1	-2.6	1.1	14.0	-1.2	-7.1	-40.1	0.6	-1.2
CCC(CC)c1nnc(NC(=O)CN2C(=O)NC3(CCCC3)C2=O)s1
 : 0.8	0.4	-2.2	0.0	-1.1	4.2	-0.6	0.3	-0.1	2.5	-1.4
Cc1nc(CNS(=O)(=O)c2ccc3ccccc3c2)cs1
 : 2.9	-0.7	-3.1	0.6	-0.1	0.3	-0.9	-2.4	-1.0	0.8	-1.4
COc1cc(N2CCOCC2)ccc1C=C(C#N)C#N
 : -1.9	-1.1	-2.6	-1.5	0.5	2.1	-0.7	-0.2	-9.7	0.2	-0.8
Cc1ccc(SCCC(=O)OC(C(=O)NC(N)=O)C(C)C)cc1 (stereo not given)
 : -7.3	-0.3	-0.3	0.1	-1.0	-3.4	-2.0	5.0	-3.7	0.2	-1.1
O=C(CNS(=O)(=O)c1ccc(Cl)cc1)OCC(=O)N1CCCc2ccccc21
 : -1.1	-0.8	1.7	-2.5	1.4	-11.8	-1.1	3.7	4.2	0.0	-0.5
Cc1csc(=O)n1CCC(=O)OCC(=O)NNC(=O)c1ccc(Cl)cc1
 : 0.7	1.5	-0.2	6.4	1.5	-8.3	-0.8	3.1	-2.5	-0.9	0.0
COc1ccccc1CCn1cnc(-c2ccc(Br)cc2)c1CC(C)C
 : 2.0	x	-3.9	-1.1	x	-9.2	-1.4	2.8	5.7	-0.2	-0.8
Cc1cnc(NC(=O)Nc2ccc(OCc3ccccc3)cc2)c(Br)c1
 : -0.6	0.2	-3.0	6.1	-1.1	14.1	0.0	-5.2	9.3	0.2	7.3*
COc1ccccc1-n1ccnc1SCC(=O)NC(C)(C)C
 : 1.1	-0.7	-2.7	-0.4	1.4	2.1	-1.6	-1.4	3.8	0.3	-1.1
NS(=O)(=O)c1ccc(CCNS(=O)(=O)c2ccccc2)cc1
 : -4.0	-0.4	3.3	1.4	1.6	-0.7	-0.8	2.8	-3.2	0.3	-1.5
CSc1nc(N(C)C)nc(N(C)C#N)n1
 : 0.4	1.2	-1.3	2.6	1.5	2.6	-1.4	1.6	3.6	0.2	-1.2
Cc1cc(-c2ccccc2)n(-c2ccc(C(=O)NC(C)C)cc2)n1
 : -0.3	0.3	-0.3	-2.4	0.5	2.8	-0.8	5.0	9.4	-0.1	-3.2
CCN(CC)CCN(C(=O)c1ccc2c(c1)CCCC2)c1nc2ccc(F)cc2s1
 : -3.8	1.0	-0.2	1.6	0.4	1.8	-1.1	-1.0	-9.3	0.5	-0.1
NC(=O)C1(N2CCCCC2)CCN(S(=O)(=O)c2cc(Cl)ccc2Cl)CC1
 : -2.3	4.6*	-2.5	-1.2	-0.4	-3.4	-0.5	2.8	-4.6	0.8	2.0
CC1(C)NC(=O)N(CC(=O)OCC(=O)Nc2sccc2C#N)C1=O
 : -3.0	0.2	4.0	-0.1	-0.6	-1.1	-0.8	2.2	4.4	1.7	2.8
O=C1CC(c2ccccc2)=Nc2ccccc2N1Cc1ccccc1
 : -7.4	-0.6	1.4	0.9	2.5	-4.1	-1.3	-7.1	5.2	1.0	-0.9
CC(C)(O)C#Cc1ccc(CN2CCN(Cc3ccccc3)C(CCO)C2)cc1 (stereo not given)
 : 1.6	-0.9	-0.3	0.7	1.7	-10.3	-1.5	7.2	-3.4	-1.0	1.1
CC(C)(C)OC(=O)COc1ccc(/C=N/NC(=O)CN2CCCCC2)cc1
 : 0.2	0.7	14.0*	12.7*	2.2	3.4	-0.9	-0.6	-0.9	0.9	0.3
CN(C)c1ccc(CN(C(=O)/C=C/c2ccccc2Cl)C2CCS(=O)(=O)C2)cc1 (stereo not given)
 : -5.4	x	-4.5	-1.7	0.7	11.7	-1.9	3.3	5.2	-0.1	-1.4
O=C(NCCc1ccc(Cl)cc1)c1ccc(CNc2c(N3CCOCC3)c(=O)c2=O)cc1
 : -0.2	0.7	-0.9	-1.3	1.6	-1.1	-0.3	-0.5	-1.9	0.6	-0.1
Cc1cc(S(=O)(=O)N2CCN(c3ccccn3)CC2)c(C)cc1Cl
 : -0.7	1.1	-2.4	0.6	3.3	10.6	-1.4	-2.3	2.4	-0.2	-0.2
Cc1cc(C)cc(C(=O)NCC(=O)N2CCN(c3cccc(Cl)c3)CC2)c1
 : -2.2	-0.8	-3.7	-2.8	-0.8	-5.2	-1.5	-2.2	1.2	-0.9	-3.0
NS(=O)(=O)c1ccc(CCNC(=O)CN2CCN(Cc3cccc(C(F)(F)F)c3)CC2)cc1
 : 2.6	-2.6	-4.4	-3.0	-0.2	-0.1	-1.0	1.5	3.3	-0.9	-1.8

# Screening data deposited in PubChem BioAssay by several laboratories.
